# TrxR1 substrate: is turned over as a substrate by rat TrxR1. O89049. purified TrxR1 substrate turnover, NADPH consumption readout. Potency, µM (titrated, usually from 114 µM), for the others: top-dose activity change, negative = substrate turnover. hit rate 0.01% among 390,000. AID 588456; note: potency is the fitted concentration of half-maximal effect; % is set by controls: 0 for no effect and ±100 for the full control effect; nearly all actives have a fitted effect of over 50% in size
#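 Rat TrxR1, dispensed at 90 nM, was prereduced with 400 uM NADPH (final) for 5 min at ~22 deg C, then incubated with compound 15 min before 400 uM selenite. A first-read NADPH fluorescence drop versus no-compound background flagged substrates.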
# D2 agonist: activates the human D2 dopamine receptor | P14416 | HEK293 T-REx D2 cells, calcium flux agonist mode | activation, % at 2 µM | hit rate 0.53% among 340,000;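 active = activation over 3 SD above normal in the single-dose calcium agonist read, cut at about 30% in these data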; note: 0% is about no effect
# Target sequence (P14416 whole entry, looked up): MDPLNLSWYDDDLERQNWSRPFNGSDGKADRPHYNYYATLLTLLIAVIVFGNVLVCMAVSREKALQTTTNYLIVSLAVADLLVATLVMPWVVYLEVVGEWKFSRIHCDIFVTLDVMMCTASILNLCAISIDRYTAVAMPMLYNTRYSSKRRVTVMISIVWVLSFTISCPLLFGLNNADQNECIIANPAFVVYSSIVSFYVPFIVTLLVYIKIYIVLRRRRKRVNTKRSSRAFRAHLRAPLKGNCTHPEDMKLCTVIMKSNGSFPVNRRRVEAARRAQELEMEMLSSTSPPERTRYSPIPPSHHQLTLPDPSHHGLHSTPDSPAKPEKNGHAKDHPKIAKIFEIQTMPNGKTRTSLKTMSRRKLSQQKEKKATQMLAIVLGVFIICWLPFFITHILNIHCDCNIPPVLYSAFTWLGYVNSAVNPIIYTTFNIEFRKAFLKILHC
#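 HEK293 Trex D2 cells, tetracycline-induced, o/n 30 C 5% CO2; no-wash Ca dye, RT 30–90 min; 10-cycle baseline, 23 nl cpd added, kinetic Ca read 180 s; agonist hits = positive Ca response.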
# TRHR enhancer: allosterically enhances the human TRH receptor | P34981 | TRHR cells, fluo-8 calcium fluorescence, EC20 TRH enhancement | enhancement, % at 2 µM | hit rate 0.66% among 360,000 | AID 493056; in the data active = enhancement above about 30%; note: 0% is about no effect
#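 TRHR-expressing cells loaded with fluo-8 calcium dye were read kinetically (ex 480/em 530) during compound addition, then stimulated with an EC20 of TRH (10 nM final). Enhancement of the Gq-mediated intracellular calcium response was scored.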
# TrxR1 inh: inhibitors of rat thioredoxin reductase 1 | O89049 | recombinant rTrxR1, NADPH fluorescence consumption, selenite substrate | Potency, µM (doses to about 114 µM), inactives show top-dose activity change, negative = inhibition, most hits filed as inhibitors | hit rate 1% among 390,000 | AID 588453; note: potency is the fitted concentration of half-maximal effect; % is set by controls: 0 for no effect and ±100 for the full control effect; nearly all actives have a fitted effect of over 65% in size
#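 Rat TrxR1 (90 nM in the dispensed reagent) was pre-reduced with 400 uM NADPH for 5 min at room temperature, then incubated with compound for 15 min. After 400 uM selenite was added, NADPH fluorescence (Ex 340/Em 450 nm) was followed for 8 min.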
# TRHR agonist: agonists of human TRH receptor; TRHR cells, calcium flux fluo-8, FDSS agonist mode; AID 493084; hit rate 0.18% among 360,000; activation, % at 2 µM; P34981; in the data active = activation above about 30%; note: 0% is about no effect
#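 TRHR-expressing cells loaded with fluo-8 calcium dye; 23 nL library compound pin-transferred, kinetic FDSS fluorescence (Ex 480/Em 530) recorded about 180 s for agonist-induced calcium release, before a 10 nM TRH EC20 addition for potentiator mode.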
# Pin1 inhibitor: blocks the human prolyl isomerase Pin1; Q13526; Pin1 FP peptide displacement, HiFluor488, 10 min; Potency, µM (series often up to 115 µM), inactives show at the top dose activity, negative = inhibition, most hits filed as inhibitors; hit rate 0.009% among 390,000; AID 504891; active = well fitted inhibition curve with a large enough effect in the polarisation, with a control signal flat, not every such curve was filed as active; inconclusive = small, poorly fitted or top-dose-only effect, or effect the other way, or a change in a side signal; inactive = no such curve, though single readings can be large or run the other way; the % refers to the polarisation; note: potency is the fitted concentration of half-maximal effect; % is set by controls: 0 for no effect and ±100 for the full control effect
# Target sequence (Q13526 whole entry, looked up): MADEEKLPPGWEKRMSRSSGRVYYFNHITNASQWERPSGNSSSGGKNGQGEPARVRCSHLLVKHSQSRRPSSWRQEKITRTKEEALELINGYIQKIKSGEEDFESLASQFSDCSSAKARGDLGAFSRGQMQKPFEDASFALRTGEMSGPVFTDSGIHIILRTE
# IDH1 R132H inh: human IDH1 R132H inhibition | IDH1-R132H enzyme, NADPH consumption, diaphorase/resazurin fluorescence | AID 602179 | Potency, µM (doses to about 76.6 µM), inactives show at the highest dose activity change, negative = inhibition, usual class: inhibitors | hit rate 0.093% among 390,000; note: potency is the fitted concentration of half-maximal effect; % is set by controls: 0 for no effect and ±100 for the full control effect; nearly all actives have a fitted effect of over 65% in size
# Target sequence (O75874 whole entry R132H, stated change not applied): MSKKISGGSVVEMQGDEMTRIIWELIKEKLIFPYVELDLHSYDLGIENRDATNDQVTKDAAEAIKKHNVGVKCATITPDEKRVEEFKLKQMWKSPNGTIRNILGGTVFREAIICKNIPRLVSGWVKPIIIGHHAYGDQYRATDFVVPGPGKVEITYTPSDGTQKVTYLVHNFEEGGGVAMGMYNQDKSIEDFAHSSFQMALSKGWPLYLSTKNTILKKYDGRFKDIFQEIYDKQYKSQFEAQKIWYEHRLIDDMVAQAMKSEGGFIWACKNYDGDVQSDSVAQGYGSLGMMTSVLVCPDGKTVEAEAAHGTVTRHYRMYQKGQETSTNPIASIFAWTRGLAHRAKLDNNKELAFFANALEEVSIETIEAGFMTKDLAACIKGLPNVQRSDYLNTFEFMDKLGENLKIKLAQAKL
#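 IDH1-R132H (0.5 ug/mL dispensed) in pH 7.5 Tris buffer was preincubated 30 min with compound, then given a substrate mix of 0.016 mM NADPH and 2 mM alpha-KG for 80 min at room temperature; remaining NADPH was read by diaphorase/resazurin fluorescence.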
# D2 antag: antagonists of human D2 dopamine receptor; inhibition, % at 10 µM; HEK293 TREx D2 cells, calcium flux, dopamine EC80; hit rate 2% among 340,000; P14416; in the data active = inhibition above about 30%; note: 0% is about no effect
#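 Calcium flux kinetic readout in an inducible HEK293 TREx D2 line plated overnight at 30 C. After 180 s compound exposure, an EC80 dopamine challenge follows with another 180 s kinetic read to detect antagonism.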
# USP1 inh: blocks the human USP1/UAF1 deubiquitinase complex; recombinant USP1/UAF1, Ub-Rhodamine cleavage fluorescence; Potency, µM (doses to about 57.1 µM), for the others: at the highest dose activity change, negative = inhibition, usual class: inhibitors; hit rate 0.23% among 390,000; note: potency is the fitted concentration of half-maximal effect; % is set by controls: 0 for no effect and ±100 for the full control effect; nearly all actives have a fitted effect of over 60% in size; inactives centre near -12
#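 USP1/UAF1 complex at 1 nM was preincubated with compound for 15 min at room temperature, then Ub-Rho substrate (150nM final) was added. Fluorescence (480/540 nm) was read kinetically, 6 reads every 60 seconds.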
# * marks the source's active call; other numbers are inactive results; ? = inconclusive; nt = not tested or not shown; & = joins results of further samples; [ ] = remark or other dose. Unless noted, calls come from the whole dose curve; as a rule, active = well fitted inhibition curve with a large enough effect; inconclusive = small, poorly fitted or top-dose-only effect; inactive = no such curve, though single readings can be large or run the other way. Some of the compounds tested. The share of hits here may be higher or lower than overall.
No.	compound	TrxR1 substrate	D2 agonist	TRHR enhancer	TrxR1 inh	TRHR agonist
1	CCOC(=O)c1c(NC(=O)c2ccccc2)sc2c1CCc1ccccc1-2	18%	1.9	3	15%	0.1
2	COc1ccc(CCNC(=O)c2cc(S(=O)(=O)N3CCOCC3)cn2C)cc1OC	8%[57.1 µM]	-0.3	-1	2%[57.1 µM]	-0.2
3	Cc1ccnc(SC2CC(=O)N(c3ccc(Br)cc3)C2=O)n1 (configuration not stated)	3%	0.1	0	-4%	1.7
4	Cc1oc2c(C)c3oc(=O)c(CC(=O)N[C@@H](CCCNC(N)=O)C(=O)O)c(C)c3cc2c1C	1%	nt	3	-12%	-0.3
5	COc1ccc(-c2cc(-c3ccccc3)c(C#N)c(S(C)(=O)=O)n2)cc1	736%[activator]	-0.4	-4	414%[activator]	-0.5
6	Cc1nn(CC(=O)N(C)c2c(N)n(Cc3ccccc3)c(=O)[nH]c2=O)c(C)c1[N+](=O)[O-]	-4%	0.8	0	4%	0.2
7	C=CCOC(=O)c1sc(NC(=O)c2ccco2)nc1C	-1%	-1.1	-1	-6%	-0.5
8	Cc1nn(C)c(C)c1NC(=O)CN1CCC(O)(c2ccc3c(c2)OCO3)CC1	13%	nt	-4	15%	0.8

No.	Pin1 inhibitor	IDH1 R132H inh	D2 antag	USP1 inh
1	0%	0%	-5	-25%
2	5%	12%	-17	-2%
3	2%	0%	5	-7%
4	?	-9%	nt	-11%
5	5%	3%	22	-21%
6	1%	1%	19	3%
7	30%[activator]	6%	-4	-15%
8	0%	0%	8	-9%

# Continued (3 carried over from the part before).
No.	compound	TrxR1 substrate	D2 agonist	TRHR enhancer	TrxR1 inh	TRHR agonist
6	Cc1nn(CC(=O)N(C)c2c(N)n(Cc3ccccc3)c(=O)[nH]c2=O)c(C)c1[N+](=O)[O-]	-4%	0.8	0	4%	0.2
7	C=CCOC(=O)c1sc(NC(=O)c2ccco2)nc1C	-1%	-1.1	-1	-6%	-0.5
8	Cc1nn(C)c(C)c1NC(=O)CN1CCC(O)(c2ccc3c(c2)OCO3)CC1	13%	nt	-4	15%	0.8
9	CCOC(=O)Oc1ccc2c(=O)c(Oc3cc(C)cc(C)c3)coc2c1	4%	-0.8	3	30%	-0.2
10	COc1ccc(-c2cc(C)no2)cc1S(=O)(=O)N1CCOc2ccc(Cl)cc21	0%	-0.1&-0.3	-8&2	16%	0.3&1.1
11	COc1ccc(N2C(=O)CC(Sc3nnc(-c4ccccc4)o3)C2=O)cc1 (configuration not stated)	2%	-0.7	1	40µM*	-0.3
12	Cc1ccc(S(=O)(=O)N2CCOCC2)cc1C(=O)NCCCn1ccnc1	1%	0.0	14	12%	1.4
13	Cc1nn(C)c(C)c1CCNC(=O)Nc1cccc(Cl)c1C	3%[57.1 µM]	6.9	1	15%[57.1 µM]	0.0
14	CN(CC(=O)NCc1ccco1)CC(=O)Nc1c(Cl)cccc1Cl	-1%	-0.3	7	-8%	0.0
15	CCOC(=O)c1c(C)[nH]c(C(=O)OCc2c(C)noc2C)c1C	-7%	-0.1	1	5%[57.1 µM]	-0.1
16	CCN(CCO)c1ccc(-n2c(N)c(C(=O)OC)c3nc4ccccc4nc32)cc1	0%	2.5	4	-13%	0.0

No.	Pin1 inhibitor	IDH1 R132H inh	D2 antag	USP1 inh
6	1%	1%	19	3%
7	30%[activator]	6%	-4	-15%
8	0%	0%	8	-9%
9	-3%	-6%	28	-3%
10	40%[activator]	-1%&8%	-4	-24%&14%
11	1%	-2%	3	-23%
12	2%	-1%	10	2%
13	-7%	9%	nt	?
14	-10%	0%	-2	3%
15	-8%	5%	7	-12%
16	1%	12%	-10	-12%

# Next section.
No.	compound	TrxR1 substrate	D2 agonist	TRHR enhancer	TrxR1 inh	TRHR agonist
17	O=C(O/N=C(/c1ccccc1)c1ccncc1)c1cccc(F)c1	-12%	nt	7	14%[57.1 µM]	1.2
18	COc1ccc(-c2nnc(-c3ccc(OCC(C)C)cc3)o2)cc1	8%	0.4	-2	25%	0.2
19	COc1ccc(Cl)cc1N(CC(=O)N1CCCCC1)S(C)(=O)=O	1%	0.7	1	8%	4.0
20	COc1ccc(C2(CNC(=O)c3ccc(OCC(C)C)cc3)CCOCC2)cc1	-1%	-0.2	-2	7%	-0.4
21	Cc1ccc(CSc2nc3cccnc3n2Cc2nc(-c3ccccc3F)oc2C)cc1	20%	-0.6	10	27%	1.0
22	COCCOC(=O)C1=C(C)NC2=C(C(=O)CCC2)C1c1ccc2c(c1)OCO2 (configuration not stated)	19%	nt	-4	1%	-0.2
23	CC(=O)Nc1ccc(-c2nnc(SCC(=O)c3ccc([N+](=O)[O-])cc3)o2)cc1	3%[11.4 µM]	0.5	4	10%[11.4 µM]	1.1
24	Cc1cccc2nc(Cn3c(=O)n(CCC(=O)NCc4ccco4)c(=O)c4sccc43)cc(=O)n12	-5%	0.2	6	-2%	1.4

No.	Pin1 inhibitor	IDH1 R132H inh	D2 antag	USP1 inh
17	0%	1%	nt	-7%
18	-2%	5%	-7	-15%
19	-2%	3%	1	-17%
20	-15%	7%	2	-11%
21	33%[activator]	-4%	nt	-19%
22	5%	5%	-9	-24%
23	-2%	-9%	nt	-28%
24	6%	0%	-22	-13%

# (continued)
No.	compound	TrxR1 substrate	D2 agonist	TRHR enhancer	TrxR1 inh	TRHR agonist
25	CC1=C(C(=O)OC2CCCCC2)C(c2cccnc2)n2ncnc2N1 (configuration not stated)	-15%	-0.1	-4	-18%	-0.8
26	O=S(=O)(Nc1ccc2cn[nH]c2c1)c1ccc(C(F)(F)F)cc1	-6%	0.2	0	7%	0.1
27	Cc1nc(Cc2nnc(SC(C)C(=O)Nc3cccc(C#N)c3)o2)cs1 (configuration not stated)	1%	-0.5	5	4%	-0.2
28	Cc1cccc(N2CCN(Cc3cn(C)nc3-c3ccccc3F)CC2)n1	9%[57.1 µM]	51*	-1	9%[57.1 µM]	2.8
29	CCOc1c(Cl)cc(Cl)cc1CNCCSc1nnnn1C	-3%	0.0	1	1%	-4.6
30	Cc1ccc(Cl)cc1NC(=S)N(CCCN1CCOCC1)Cc1ccccn1	6%[57.1 µM]	0.2	14	7%[57.1 µM]	0.2
31	CCCC1(c2ccccc2)NC(=O)N(CC(=O)Nc2cc(C)ccc2OC)C1=O (configuration not stated)	1%	1.6	3	30%	2.4
32	C=CC1=C2C=C(C3CC3)N(CCCN(CC)CC)C=C2C(=O)C(C)(OC(=O)c2ccco2)C1=O (configuration not stated)	-4%	nt	nt	8%[57.1 µM]	nt

No.	Pin1 inhibitor	IDH1 R132H inh	D2 antag	USP1 inh
25	-8%	4%	-4	-8%
26	-4%	14%	18	-22%
27	0%	7%	-12	-23%
28	-3%	2%	30*	?
29	-20%	18%	nt	?
30	3%	6%	11	-2%
31	-4%	3%	-3	-8%
32	?	3%	nt	?

# Following part:
No.	compound	TrxR1 substrate	D2 agonist	TRHR enhancer	TrxR1 inh	TRHR agonist
33	CC(NC(=O)c1ccco1)C(c1cccs1)N1CCN(c2ccccc2F)CC1 (configuration not stated)	2%	-0.7	3	3%	-0.6
34	N#Cc1nc(-c2ccc(COc3ccc(Cl)cc3)o2)oc1N1CCC(C(N)=O)CC1	18%	1.7	-2	19%	0.7
35	COC(OC)c1ccc(C#N)c(SCc2ccc(C)cc2)n1	5%[57.1 µM]	1.5	-3	8%[57.1 µM]	0.9
36	COCCCn1c(=O)c2ccccc2n(CC(=O)Nc2ccc3c(c2)OCCO3)c1=O	-2%	-1.4	-2	15%	0.1
37	Cc1ccc(NC(=O)CCc2ccc(C)o2)cc1	8%	-2.8	-4	25%	-2.6
38	O=C(CN(c1cccc([N+](=O)[O-])c1)S(=O)(=O)c1ccccc1)NCc1ccccc1	-5%	0.2	-1	0%	0.4
39	Cc1ccc(C)c(N2CCN(C(=O)CCC(=O)Nc3nnc(CC(C)C)s3)CC2)c1	3%	0.4	7	16%	0.3
40	COc1cccc(NS(=O)(=O)c2cc(C)sc2C)c1	-4%	0.4	-5	-14%	-0.4

No.	Pin1 inhibitor	IDH1 R132H inh	D2 antag	USP1 inh
33	-5%	6%	22	-32%
34	0%	39%[activator]	nt	-14%
35	5%	4%	17	1%
36	-2%	5%	-4	-9%
37	-14%	6%	14	-23%
38	-3%	5%	-4	-8%
39	0%	-7%	-19	-25%
40	2%	14%	-5	-3%

# Continued:
No.	compound	TrxR1 substrate	D2 agonist	TRHR enhancer	TrxR1 inh	TRHR agonist
41	CCOc1ccc(N=CNc2ccc(OCC)cc2)cc1	-7%	0.6	-7	-2%	0.3
42	Nc1nonc1N1CCCCC1	10%	1.3	-2	16%	1.4
43	Cc1sc2ncn(CC(=O)N(C)c3ccc(Br)cc3)c(=O)c2c1S(=O)(=O)N1CCC(C)CC1	-20%	1.0	0	-17%	0.2
44	CCOc1ccc(/C=N/NC(=O)C(OC)c2ccccc2)cc1 (configuration not stated)	4%[57.1 µM]	0.3	0	14%[57.1 µM]	0.5
45	O=[N+]([O-])c1ccccc1/C=N/n1c(C(F)(F)F)n[nH]c1=S	-11%[57.1 µM]	-1.7	-2	-15%	-0.5
46	Cc1cccc(C)c1NC(=O)c1nc(S(=O)(=O)Cc2ccccc2)ncc1Cl	2%	0.2	-15	16µM*	-0.8
47	CCCNC(=O)c1ccc(CN2CCOCC2)cc1	2%	nt	1	-11%	0.3
48	COc1cc(N2C(=O)CSC2=S)cc(OC)c1OC	1%	nt	-5	12%	0.7
49	CC(C)CC(=O)OCC(=O)Nc1ccccc1Sc1ccccc1	-7%	0.3	2	11%	-0.1

No.	Pin1 inhibitor	IDH1 R132H inh	D2 antag	USP1 inh
41	-2%	-11%	-33	-18%
42	-2%	2%	7	-14%
43	4%	-14%	nt	?
44	0%	2%	0	-21%
45	-14%	6%	13	-10%
46	1%	-1%	18	-4%
47	-3%	-4%	nt	-14%
48	-55%	-6%	nt	-22%
49	-1%	5%	-6	-7%

# Bioassay records deposited in PubChem by National Center for Advancing Translational Sciences (NCATS).
